14-3-3 PPI: 14-3-3 gamma protein interaction modulation; FP, 14-3-3gamma / TMR-pS259-Raf peptide binding; hit rate 0.19% among 160,000; P61981; AID 422; inhibition, % at 40 µM; in the data active means inhibition above about 30%;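 further: 0% = protein plus tracer without compound and 100% = blank with tracer alone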
Target sequence (P61981 whole entry, looked up): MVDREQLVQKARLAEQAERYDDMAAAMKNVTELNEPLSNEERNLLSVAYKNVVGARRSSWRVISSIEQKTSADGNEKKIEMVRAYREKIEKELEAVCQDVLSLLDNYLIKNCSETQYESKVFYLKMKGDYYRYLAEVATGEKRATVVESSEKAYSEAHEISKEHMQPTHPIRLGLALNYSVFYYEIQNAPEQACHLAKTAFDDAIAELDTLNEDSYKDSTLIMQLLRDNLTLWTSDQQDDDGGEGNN
* = called active by the depositor; & = joins results of further samples. An excerpt (hit frequency here may not be typical).

structure | 14-3-3 PPI
CC(=O)C1C(c2ccc(Cl)cc2)C(C#N)(C#N)C2c3ccccc3C=CN12 (stereo not drawn) | -215
O=[N+]([O-])c1ccc2nc(NCCCNc3ccc(C(F)(F)F)cc3[N+](=O)[O-])sc2c1 | 5
COc1ccc(OC)c2[nH]c(=O)c(CCNC(=O)c3ccccc3Cl)cc12 | -9
CCOC(=O)c1c(NC(=O)c2ccc(OC)c([N+](=O)[O-])c2)sc2c1CC(C)(C)SC2 | -49
CCCCCOC(=O)C1=C(C)NC2=C(C(=O)CC(C)(C)C2)C1c1ccc2c(c1)OCO2 (stereo not drawn) | -11
O=c1oc(-c2cc([N+](=O)[O-])ccc2Cl)nc2ccc(Cl)cc12 | 17
CC(=O)c1ccc(NC(=O)c2cc3ccccc3c(=O)o2)cc1 | -3
CCOc1cc(N2CCOCC2)c(OCC)cc1NC(=O)Cn1[nH]c(=O)c2ccccc2c1=O | -5
Cc1cc(C)n(-c2ccc(C(=O)OCC(=O)N(CC(C)C)C3CCS(=O)(=O)C3)cc2)n1 (stereo not drawn) | -3
O=S(=O)(NCC1CCCO1)c1ccc2oc3ccc(S(=O)(=O)NCC4CCCO4)cc3c2c1 (stereo not drawn) | -4
CCn1c(N(C)C)nc2c1c(=O)n(C)c(=O)n2C | -5
CC1CCc2c(sc(NC(=O)CCN3C(=O)C4C5C=CC(C5)C4C3=O)c2C(N)=O)C1 (stereo not drawn) | -10
O=C(CCS(=O)(=O)c1ccccc1)Nc1nc2c(s1)CCCC2 | 0
CCc1ccc(NC2SC(=O)N(c3ccccc3)C2=O)cc1 (stereo not drawn) | 5
COc1ccc(Br)cc1S(=O)(=O)N1CCCN(S(=O)(=O)c2cc(Br)ccc2OC)CC1 | 2
COc1ccc(C(C)(C)C)cc1NC(=O)C1C2C=CC(C2)C1C(=O)O (stereo not drawn) | -7&6
CCc1ccc(OCCSc2nc3ccccc3c(=O)[nH]2)cc1 | -2
Cc1ccc(N2C(=O)CC(NCCc3ccc(F)cc3)C2=O)cc1 (stereo not drawn) | 5
CCOC(=O)N1CCC(NC(=O)C2CCN(S(=O)(=O)c3cccc4cccnc34)CC2)CC1 | 1
Cc1ccccc1CSC1=NCCN1C(=O)Cc1ccccc1 | 6
CC1CCN(C(=O)CSc2nnc(-c3ccc(S(=O)(=O)N4CCOCC4)cc3)n2C)CC1 | 0
COc1ccccc1OCc1nc(C#N)c(NCc2ccco2)o1 | 1
c1ccc(CSc2ncn(-c3ccccc3)n2)cc1 | -4
CCCOc1ccc(C2C(=O)N(C3CCCCC3)CC(=O)N2CCC)cc1OC (stereo not drawn) | -1&-7
CC1=Nc2cccc3cccc(c23)N1C | -1
CCCNC(=O)CCNC(=O)c1ccc(C(C)(C)C)cc1 | -10&2
O=C(CCCCCN1C(=O)c2cccc3cccc(c23)C1=O)N1CCOCC1 | -11
COCC(CN1CCN(c2ccc([N+](=O)[O-])cc2Cl)CC1)Oc1nonc1C (stereo not drawn) | 5
CC(C)C(NS(=O)(=O)c1cccs1)C(=O)N1CCN(c2ccccc2)CC1 (stereo not drawn) | 2
O=c1[nH]c(SCc2ccc(F)cc2)nc2c1cnn2-c1ccc(Cl)cc1 | 15

(next part)
structure | 14-3-3 PPI
CCOC(=O)c1c(NC(=O)c2cnn3c(C(F)(F)F)cc(-c4ccccc4)nc23)sc2c1CCC2 | -2
O=C(NCc1ccc2c(c1)OCO2)c1ccc(Cn2c(=S)[nH]c3ccc(N4CCOCC4)cc3c2=O)cc1 | -4
CCCCOC(=O)C1CN(c2ccccc2)N=C1C(C)=O (stereo not drawn) | -4
C=CCn1c(SCc2c(F)cccc2Cl)nnc1-c1ccco1 | -6
COc1cc(C(=O)NCCC(=O)N2CCCCC2)cc(OC)c1OC | -7
COc1ccccc1C(=O)Nc1ccc(S(=O)(=O)N2CCCC2)cc1 | -1
COc1ccc(C(=O)Nc2cc(Cl)cc(Cl)c2)c(OC)n1 | -2
CC(N=Cc1cccc([N+](=O)[O-])c1O)c1ccccc1 (stereo not drawn) | -1
CC1=C(C(=O)OC(C)C)C(c2ccc(Br)cc2)N2C(=O)C(C)SC2=N1 (stereo not drawn) | 0
COc1cc(C(=O)OCC(=O)NCc2ccco2)cc(OC)c1OC | -6
Oc1ccc(Nc2nc(-c3ccc(O)cc3)cs2)cc1 | -8
Cc1ccccc1CSCC(=O)NC1CCCCC1 | -3
COc1cc2c(cc1NC(=O)c1ccc(C)c([N+](=O)[O-])c1)oc1ccccc12 | -4
Cc1occc1-c1nnc(SCC(=O)Nc2nccs2)n1Cc1ccco1 | -3
COC(=O)CSc1cc(SCC(=O)OC)c(C#N)c(SCC(=O)OC)c1 | 2
O=C1c2ccc(F)cc2C(=O)N1c1ccc(I)cc1 | -24
O=C(NCc1ccncc1)c1ccc(Br)o1 | -7
COc1ccc(C2C(C(=O)NCCC(C)C)c3cc(OC)c(OC)cc3C(=O)N2C)cc1 (stereo not drawn) | -8
CC1=C(C(=O)Nc2ccccc2F)C(c2ccc(Cl)cc2)C2=C(CC(c3ccccc3)CC2=O)N1 (stereo not drawn) | 6
COc1cc2c(cc1OC)C(COc1ccc3c(C)cc(=O)oc3c1)N(C(=O)Cc1cccs1)CC2 (stereo not drawn) | -12
COc1ccc(NS(=O)(=O)c2cc(C(=O)O)ccc2Br)cc1 | 4
CC1Cc2ccccc2N1S(=O)(=O)c1ccc2c(c1)n(C)c(=O)c(=O)n2C (stereo not drawn) | -9&-4
CN(C)S(=O)(=O)Nc1ccc(Oc2ccccc2)cc1 | -8
CCCc1c(O)nc(SCCN(CC)CC)n(C(=O)c2ccccc2)c1=O | -4
Cc1[nH]nc(NCCO)c1[N+](=O)[O-] | -1
COC(=O)C1C(=O)C2=C(CC1C)NC(C)=C(C(=O)OC(C)C)C2c1ccc(-c2ccccc2)cc1 (stereo not drawn) | -3
COC(=O)C1=C(C)N=C2SC(C)C(=O)N2C1c1ccc(C(=O)OC)cc1 (stereo not drawn) | -7
CSc1nc(C)cc(Oc2ccc(OCCOc3ccccc3)nn2)n1 | 0
c1ccc(Cn2c3c(c4ccccc42)CCCC3)cc1 | 1
CCOC(=O)c1sc(=NC(=O)c2ccc(C(=O)OC)cc2)n(C)c1C | -6

Part of the list above in order of heavy-atom count, high to low.
structure | 14-3-3 PPI
O=C(NCc1ccc2c(c1)OCO2)c1ccc(Cn2c(=S)[nH]c3ccc(N4CCOCC4)cc3c2=O)cc1 | -4
COc1cc2c(cc1OC)C(COc1ccc3c(C)cc(=O)oc3c1)N(C(=O)Cc1cccs1)CC2 (stereo not drawn) | -12
CCOC(=O)c1c(NC(=O)c2cnn3c(C(F)(F)F)cc(-c4ccccc4)nc23)sc2c1CCC2 | -2
COc1ccc(C2C(C(=O)NCCC(C)C)c3cc(OC)c(OC)cc3C(=O)N2C)cc1 (stereo not drawn) | -8
COc1cc2c(cc1NC(=O)c1ccc(C)c([N+](=O)[O-])c1)oc1ccccc12 | -4
CC1Cc2ccccc2N1S(=O)(=O)c1ccc2c(c1)n(C)c(=O)c(=O)n2C (stereo not drawn) | -9&-4
CSc1nc(C)cc(Oc2ccc(OCCOc3ccccc3)nn2)n1 | 0
CCOC(=O)c1sc(=NC(=O)c2ccc(C(=O)OC)cc2)n(C)c1C | -6
C=CCn1c(SCc2c(F)cccc2Cl)nnc1-c1ccco1 | -6
COc1ccc(NS(=O)(=O)c2cc(C(=O)O)ccc2Br)cc1 | 4
COc1ccc(C(=O)Nc2cc(Cl)cc(Cl)c2)c(OC)n1 | -2
c1ccc(Cn2c3c(c4ccccc42)CCCC3)cc1 | 1
O=C1c2ccc(F)cc2C(=O)N1c1ccc(I)cc1 | -24
O=C(NCc1ccncc1)c1ccc(Br)o1 | -7
Cc1[nH]nc(NCCO)c1[N+](=O)[O-] | -1

Additional entries:
structure | 14-3-3 PPI
COc1cc2c(cc1OC)C(C)N(C(=O)C1COc3ccccc3O1)CC2 (stereo not drawn) | -2
CC(C)(C)n1nc2c(c1NC(=O)c1cccc(C(F)(F)F)c1)CS(=O)C2 (stereo not drawn) | -10
CCCOC(=O)C1=C(C)NC2=C(C(=O)C(C(=O)OC)C(C)C2)C1c1cccc(OCC)c1 (stereo not drawn) | 4
CCC(C)[C@H](NC(=O)NCc1cccc(OC)c1)C(=O)OC (stereo partly drawn) | 10
CCc1ccc(NC(=O)c2cc(S(=O)(=O)N3CCC(Cc4ccccc4)CC3)ccc2F)cc1 | -1
Cc1ccc(C(=O)CSC2=C(C#N)C(c3ccco3)CC(=O)N2)c(C)c1 (stereo not drawn) | 0
Cc1[nH]c2c(C(F)(F)F)cccc2c1CCNC(=O)c1ccc2c(c1[N+](=O)[O-])C(=O)c1ccccc1C2=O | -10
CCCCc1ccc(NC(=O)c2ccccc2)cc1 | 6
CC(C)(C)C(C)(O)C#Cc1ccccc1 (stereo not drawn) | 18
Cc1ccc(S(=O)(=O)CCc2nc3ccccc3o2)cc1 | 2
O=C(c1ccccc1)N1CCCc2ccccc21 | 0
O=C(c1ccc(N2CCOCC2)cc1)c1cccs1 | 0
COc1ccc(C2C(C(=O)NC(C)C)c3cc(OC)c(OC)cc3C(=O)N2C)cc1OC (stereo not drawn) | -2
CCCCOc1ccccc1C1CC(=O)Nc2c1ccc1ccccc21 (stereo not drawn) | -4
CCOC(=O)c1c(C)nc(C)c(C(=O)OCC)c1-c1ccccc1 | 0
COc1ccccc1/C=c1\sc2nc(-c3ccco3)nn2c1=O | -10
CC(C)(C)C1CCc2onc(C(=O)NC3CCCC3)c2C1 (stereo not drawn) | -10&-2
Cc1nc2c(C(=O)NCc3ccccc3)cnn2c(C)c1Cc1ccccc1Cl | -15
Cc1nc(CN2C(=O)C(=O)c3cc([N+](=O)[O-])ccc32)cs1 | 9
COc1ccc(C2=NN(CC(=O)N3CCCCC3)C(=O)CC2)cc1 | -1
O=[N+]([O-])c1ccc(NCCNS(=O)(=O)c2ccc(Cl)cc2)c(Cl)c1 | -5
O=C(CC1Nc2ccccc2NC1=O)Nc1ccc(O)cc1 (stereo not drawn) | -2
COc1ccc(-c2nsc3c(N4CCN(S(=O)(=O)c5ccccc5)CC4)ncnc23)cc1 | 0
COC(=O)c1cccc(N2C(=O)C3C(C2=O)C2C=CC3C23CC3)c1 (stereo not drawn) | -4
O=C(CNC(=O)C1CCCCC1)NCCCO | 0
CCOc1ccccc1Nc1ccnc2cc(Cl)ccc12 | -5
O=C(C1CCC1)N1CCc2cc(S(=O)(=O)N3CCN(Cc4ccccc4)CC3)ccc21 | -7
CC1CCN(S(=O)(=O)c2ccc3nc(-c4cccs4)cc(C(=O)N4CCCC4)c3c2)CC1 | -21
CCOc1ccc(N2C(=O)CC(Sc3nc(C)cc(C)c3C#N)C2=O)cc1 (stereo not drawn) | 2
O=C(CCN1C(=O)c2ccccc2C1=O)NCCN1CCOCC1 | 2&-1

New compounds follow.
structure | 14-3-3 PPI
CC(=O)c1cccc(NC(=O)CSc2nncn2C)c1 | -13
O=C(NCCN1CCOCC1)c1cc2c(=O)n3ccccc3nc2n1Cc1ccccc1 | -13
Cc1sc2ncnc(NC3CCCCCC3)c2c1S(=O)(=O)N1CCC(C)CC1 | -7
CCc1ccc(N=c2oc3ccc([N+](=O)[O-])cc3cc2C(=O)Nc2nccs2)cc1 | -12
Cc1nnc(NC(=O)CCC(=O)N2CCN(CCc3ccccc3)CC2)s1 | -5
CCOc1ccc(S(=O)(=O)Nc2ccc(OC)cc2OC)c2cccnc12 | -49
CC(=O)Nc1ccc(N2S(=O)(=O)c3ccccc3S2(=O)=O)cc1 | -11
COc1ccc(-n2c(Cc3cccn3C)nnc2SCC(=O)NCc2ccco2)cc1 | -3
CCn1c(=NC(=O)c2ccc(S(=O)(=O)N3CCCCCC3)cc2)sc2ccccc21 | 3
OC1(C(F)(F)F)CC(O)(C(F)(F)F)n2nc(-c3ccccc3)cc2N1 (stereo not drawn) | -3
c1ccc2ncc(-c3ccc4ccccc4n3)cc2c1 | 1
COC(=O)CN(C#N)c1nc(C)cc(C)n1 | -4
O=C(c1cc(-c2ccccn2)nc2ccc(S(=O)(=O)N3CCOCC3)cc12)N1CCc2ccccc2C1 | -8
CCN(CC)CCN=C1NS(=O)(=O)c2ccccc21 | -4
Cc1cc(C)c(S(=O)(=O)NCC2CCC(C(=O)NC3CCCC3)CC2)c(C)c1 (stereo not drawn) | -2
Cc1ccccc1N=c1oc2ccc(Cl)cc2cc1C(N)=O | -3
CCc1ccccc1-n1cnc2cc(C(=O)NCCOC)ccc21 | -15
Cc1ccc2c(c1)c1c3n2CCN(C(=O)CN2CCN(C)CC2)C3CCC1 (stereo not drawn) | -16&2
O=C(Cc1c(F)cccc1Cl)Nc1ccncc1 | -6
O=C(Cn1c(=O)[nH]c2ccccc2c1=O)NCCCN1CCCCCC1 | -4
O=C(O)c1ccc(C(=O)NCc2ccc3c(c2)OCO3)c(C(=O)O)c1 | 1
CCCCCOC(=O)C1=C(C)NC2=C(C(=O)CCC2)C1c1cc(Cl)c(O)c(OC)c1 (stereo not drawn) | -1
CCCCCn1c(Br)nc2c1c(=O)n(CC(N)=O)c(=O)n2C | -5
CCCn1c2c(c(=N)c3c1CCC3)CCC2 | 2
Cc1cccc(-c2nsc(SCC(=O)Nc3cc(C)on3)n2)c1 | -6
COc1ccc(CNC(=O)C2CCC(=O)N2C(C)C)c(OC)c1 (stereo not drawn) | -4
CCOc1ccc(C)cc1S(=O)(=O)N1CCCCC1 | 3
Cc1ccc(C)c(NC(=O)c2ccc(NS(=O)(=O)c3c(C)noc3C)cc2)c1 | -5
CCOC(=O)C1C(=O)NC(SCC(=O)Nc2nccs2)=C(C#N)C1c1ccccc1OCC (stereo not drawn) | -5
Cc1cccc(NC(=O)c2ccc(N3CCc4ccccc4C3)c([N+](=O)[O-])c2)c1 | 4
CCOc1ccccc1NC(=O)C1CCCN(S(=O)(=O)c2ccc(OC)c(C)c2)C1 (stereo not drawn) | -10
COc1ccc(-c2nc3cc(C)ccn3c2Nc2ccccc2C)cc1 | -4

Compound activity as filed in PubChem BioAssay.
